D2 PAM = D2 dopamine receptor (human) potentiation; P14416; potentiation, % at 10 µM; actives 0.34% (n = 340,000); HEK293 T-REx D2, calcium flux, EC20 dopamine potentiation;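 active = potentiation over 3 SD above the plate norm, cut at about 30% in these data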; also: 0% is about no effect
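Cells plated with tetracycline inducer and held overnight at 30 C; calcium dye loaded 30–90 min at room temperature; baseline taken, compound added and read 180 s; EC20 dopamine then added and read 180 s.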
D1 ag = agonists of human D1 dopamine receptor. P21728. HEK293 T-REx D1 cells, calcium flux, agonist mode. activation, % at 2 µM. actives 1% (n = 360,000); in the data active = activation above about 30%; also: 0% is about no effect
Target sequence (P21728 whole entry, looked up): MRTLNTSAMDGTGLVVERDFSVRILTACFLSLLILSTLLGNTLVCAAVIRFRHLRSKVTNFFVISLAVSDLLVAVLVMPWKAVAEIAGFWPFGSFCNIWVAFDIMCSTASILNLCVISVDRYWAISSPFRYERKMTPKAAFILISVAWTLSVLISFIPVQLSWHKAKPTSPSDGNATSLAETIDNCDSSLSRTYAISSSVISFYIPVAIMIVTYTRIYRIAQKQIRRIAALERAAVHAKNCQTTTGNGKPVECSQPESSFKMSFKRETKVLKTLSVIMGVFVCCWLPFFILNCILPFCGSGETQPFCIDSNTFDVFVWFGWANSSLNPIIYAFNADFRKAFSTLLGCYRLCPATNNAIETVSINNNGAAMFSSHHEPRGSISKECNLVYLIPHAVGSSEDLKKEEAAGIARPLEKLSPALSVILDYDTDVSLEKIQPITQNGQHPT
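Agonism was scored from calcium flux recorded over 180 s (1 read/s) after pintool compound addition, following a 10-cycle baseline. Cells were inducible force-coupled HEK293 TREx D1, plated overnight at 30 C and loaded with no-wash calcium dye.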
Vif-APOBEC3G blk = Vif-A3G binding inhibition; Q9HC16; HeLa A3G-eYFP + Vif (tagged APOBEC3G with the HIV-1 protein that degrades it), YFP fluorescence, overnight; Potency, µM (series often up to 46.1 µM), inactives show at the highest dose activity, negative = active, actives largely listed as inhibitors; actives 0.076% (n = 410,000);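 also: potency is read from the fitted curve at half-maximal effect; % is scaled to controls: 0 for no effect and ±100 for the full control effect; nearly all actives have a fitted effect of over 60% in size; hits raise eYFP signal because A3G escapes Vif-driven loss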
Target sequence (Q9HC16 whole entry, looked up): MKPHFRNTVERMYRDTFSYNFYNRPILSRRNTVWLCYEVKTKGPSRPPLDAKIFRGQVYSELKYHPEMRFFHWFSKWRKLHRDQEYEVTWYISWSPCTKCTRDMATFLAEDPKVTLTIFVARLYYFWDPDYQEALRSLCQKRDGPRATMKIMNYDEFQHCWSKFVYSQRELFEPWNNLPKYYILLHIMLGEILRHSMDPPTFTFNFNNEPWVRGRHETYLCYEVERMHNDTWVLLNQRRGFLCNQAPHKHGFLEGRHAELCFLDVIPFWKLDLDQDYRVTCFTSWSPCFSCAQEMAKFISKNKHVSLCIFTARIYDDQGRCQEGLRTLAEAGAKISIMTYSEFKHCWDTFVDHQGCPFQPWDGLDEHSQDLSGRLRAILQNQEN
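Read-out is eYFP fluorescence (Ex 488/Em 500-530) from Vif-expressing HeLa A3G-eYFP cells; more signal means A3G escaped Vif-mediated degradation. Cells plated overnight, compound pinned in, incubated overnight at 37 deg C.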
Vif-APOBEC3F blk = blocks the Vif interaction with APOBEC3F. HeLa A3F-eYFP + Vif (tagged APOBEC3F with the HIV-1 protein that degrades it), YFP fluorescence increase. Potency, µM (doses to about 46.1 µM), for inactives: top-dose activity, negative = active. actives 0.2% (n = 390,000); also: potency is read from the fitted curve at half-maximal effect; % of control where 0% means no effect; nearly all actives have a fitted effect of over 65% in size
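HeLa cells stably expressing Vif plus C-terminally eYFP-tagged A3F were seeded, incubated overnight at 37 deg C, dosed with compound, incubated overnight again at 37 deg C. Yellow fluorescence (Ex 488/Em 500-530) reported blocked Vif-mediated A3F-eYFP degradation.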
D1 potentiator = potentiators of human D1 dopamine receptor. P21728. HEK293 TREx D1 cells, calcium flux, dopamine EC20 potentiation. potentiation, % at 10 µM. actives 0.036% (n = 360,000); in the data active = potentiation above about 30%; also: 0% is about no effect
GRP78 ERSR act = ER stress response induction in glioma; U87-MG GRP78 promoter luciferase reporter, 16 h; Potency, µM, without a hit: at the top dose activation, actives largely listed as activators; actives 0.02% (n = 420,000); AID 602332; also: potency is read from the fitted curve at half-maximal effect; series mostly up to about 76 µM; % of control where 0% means no effect; nearly all actives have a fitted effect of over 35% in size
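Stably transfected U87-MG human glioma cells carrying a GRP78-based luminescent sensor were seeded at 1000 cells/well, pin-dosed with compounds and incubated 16 h. Luciferase reagent was then added, and end-point luminescence was read after 10 min at room temperature.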
D1 antag = antagonists of human D1 dopamine receptor | activity change, negative = inhibition, % at 10 µM | HEK293 TREx D1 cells, calcium flux, dopamine EC80; hits give low values | P21728 | actives 3.2% (n = 360,000); in the data active = activity change below about -30%; also: % is scaled to controls: 0 for no effect and ±100 for the full control effect
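Compound effects on dopamine-evoked calcium signalling were measured in tetracycline-induced HEK293 Trex D1 cells. Dopamine at EC80 followed a 180 s compound pre-read, and fluorescence was tracked kinetically for 180 s more.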
LDHA block = blocks human lactate dehydrogenase A | purified LDHA, NADH/diaphorase-resazurin fluorescence; hits give low values | activity change, % (values are at about 110 or 230 µM) | actives 0.15% (n = 480,000); in the data active = activity change below about -30%; inconclusive = mostly about -25% to -30%;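 also: plate controls were DMSO wells for no effect and wells without enzyme for full effect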
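Enzyme activity of human lactate dehydrogenase 5 (2 nM; 0.06 mM NADH, 0.2 mM pyruvate, 5 min, RT) is measured via a resazurin/diaphorase fluorescence readout of residual NADH.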
RXFP1 ag = RXFP1 (human) receptor agonism | Q9HBX9 | HEK293T-RXFP1 cAMP TR-FRET, 30 min; response scale: percent of porcine relaxin response, buffer zero | Potency, µM (highest dose often 57.5 µM), inactives show at the top dose activation, hits mostly activators | actives 0.3% (n = 370,000) | AID 2676; also: potency is read from the fitted curve at half-maximal effect; % is scaled to controls: 0 for no effect and ±100 for the full control effect; nearly all actives have a fitted effect of over 60% in size; many of its hits are not listed in these tables
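HEK293 cells stably expressing RXFP1, treated 30 min at 37C with compounds plus PDE4 inhibitor Ro 20174; cAMP measured by HTRF TR-FRET. Normalized to buffer and 29 nM porcine relaxin; EC50 by Hill fit.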
* = called active by the depositor; ? = inconclusive; . = no result given. Unless noted, calls follow the shape of the dose curve; as a rule, active = well fitted curve in the direction sought with a large enough effect; inconclusive = small, poorly fitted or top-dose-only effect, or another doubt; inactive = no such curve, though single readings can be large; an effect the other way counts as inactive or inconclusive. The list is partial; count on the stated rates, not on these rows.

SMILES	D2 PAM	D1 ag	Vif-APOBEC3G blk	Vif-APOBEC3F blk	D1 potentiator	GRP78 ERSR act	D1 antag	LDHA block	RXFP1 ag
O=C(O)CNC(=O)/C(=C/c1cccc([N+](=O)[O-])c1)NC(=O)c1ccco1	3	1	4%	6%	-6	-3%	8	-11	1.4%
CC(C)CC1C(=O)N(Cc2cn(Cc3ccco3)nn2)CCS(=O)(=O)N1Cc1ccc(-c2ccc(Cl)cc2)cc1 (configuration not stated)	.	.	-20%	-2%	.	1%	.	-2	.
Cc1nccn1CC(=O)N/N=C/c1cc(Br)cs1	5	1	0%	2%	-4	-3%	-3	-12	-3.6%
Cc1ccc(OC(=O)CCC(=O)OCCCC(F)(F)C(F)(F)F)cc1	-4	4	2%	-7%	-4	-4%	-6	6	-0.7%
CC(=O)C1=C(O)C(=O)N(c2ccc(O)cc2)C1c1cccc(F)c1 (configuration not stated)	0	0	0%	12%	1	-1%	2	-3	-0.9%
COc1ccc(NC(=O)c2ccc3ccccc3c2OC)cc1	.	.	?	3%	.	6%	.	3	.
COc1ccccc1NC(=O)COC(=O)c1ccccn1	9	5	1%	1%	-3	-3%	0	-5	-0.5%
CCOc1cc(CNC(=O)c2ccccc2NC(=O)c2nsc3ccccc23)ccc1OC	15	0	-23%	?	-2	2%	-3	3	-1.0%
COc1ccc(NC(=O)c2sc3nc(C)c(C(=O)Nc4ccc(C)cc4C)c(-c4ccc(Cl)cc4)c3c2N)cc1	-19	0	3%	1%	0	1%	-3	-3	-0.4%
CCCc1cc(=O)n2[nH]c(-c3cc(OC)c(OC)c(OC)c3)nc2n1	1	4	-10%	0%	2	-1%	-10	-2	-0.9%
CC(C)N(CCCNC(=O)C1CCN(S(=O)(=O)N2CCOCC2)CC1)Cc1ccccc1	8	3	1%	-5%	-9	-4%	1	0	0.9%
COc1ccccc1NC(=O)CN1C(=O)COc2ccc(S(=O)(=O)N3CCC(C)CC3)cc21	-1	5	-10%	0%	7	-2%	2	-7	1.7%
CCOc1ccc(S(=O)(=O)Nc2ccccn2)c2ccccc12	4	18	0%	0%	1	4%	-7	-6	15%
CCOC(=O)CCc1c(C)c2ccc(OCc3nn[nH]n3)c(C)c2oc1=O	17	1	2%	-3%	-3	-4%	3	1	4.5%
Cc1ccc(S(=O)(=O)N2CCCC(C(=O)NNCC(=O)Nc3cc(F)ccc3F)C2)cc1 (configuration not stated)	3	1	1%	8%	-5	-7%	-1	-3	-1.1%
CCOC(=O)C(C)N1C(=O)S/C(=C/c2cc(C)n(-c3ccncc3)c2C)C1=O (configuration not stated)	4	4	-1%	4%	-5	3%	-1	3	0.2%
CCOC(=O)c1c(-c2ccccc2)oc2ccc(NS(=O)(=O)c3ccc(C(C)C)cc3)cc12	-18	9	-4%	-12%	-1	12%	-2	0	15%
CC(=O)NC1C(=O)Nc2c(C)cc(C)cc21 (configuration not stated)	-2	4	8%	2%	0	-2%	-3	-1	1.8%
COC(=O)c1c(C(=O)OC)c(-c2ccc(F)cc2)n2c1CS(=O)(=O)C2	11	1	-2%	5%	-10	-7%	-14	-5	0.1%
O=C(OCC(=O)N1CCCc2ccccc21)c1cc(S(=O)(=O)N2CCOCC2)ccc1Cl	7	4	1%	-6%	-4	-3%	-19	-6	1.3%
CCC(=O)NC(=S)Nc1ccc(NC(=O)c2ccccc2[N+](=O)[O-])cc1	-5	0	-6%	1%	-11	-1%	-9	-5	-0.6%
COc1cc(/C=N/NC(=O)c2ccc3nc[nH]c3c2)cc(OC)c1OC	1	0	-1%	0%	-1	-4%	7	-2	-0.2%
CCOc1ccc(NS(=O)(=O)c2ccc3c(c2)CCN3C(=O)CCC(=O)O)cc1	-5	0	1%	2%	2	-5%	6	4	0.9%
O=C1CC(c2ccccc2)CC(O)=C1C=Nc1ccccc1O (configuration not stated)	2	3	-12%	-4%	-2	2%	0	0	1.2%
Cc1oc(-c2ccccc2F)nc1CS(=O)CC(=O)NC1CCCCC1 (configuration not stated)	-4	5	1%	1%	1	-2%	1	-5	-2.0%
SMILES	D2 PAM	D1 ag	Vif-APOBEC3G blk	Vif-APOBEC3F blk	D1 potentiator	GRP78 ERSR act	D1 antag	LDHA block	RXFP1 ag
CCOc1ncccc1C(=O)OCC(=O)c1ccc(Br)s1	.	.	2%	-9%	.	-3%	.	-3	.
COc1ccc(-c2[nH]ncc2CN2CCCO2)cc1F	11	0	-10%	11%	1	-2%	-9	0	-0.7%
CCOc1ccc(S(=O)(=O)N(C)c2ccc(OCC(=O)NCc3cccnc3)cc2)cc1	0	2	0%	-3%	3	3%	-7	-2	0.2%
O=C(NC(Cc1cccc(F)c1)C(=O)O)C1CCCCC1 (configuration not stated)	-6	-2	4%	9%	2	0%	.	-4	0.5%
CCOc1ccccc1NC(=O)C1=C(C)Nc2ncnn2C1c1cccs1 (configuration not stated)	0	3	-3%	11%	-2	-3%	6	-21	1.0%
CN(CC(=O)Nc1ccccc1Br)CC(=O)Nc1ccccc1C(F)(F)F	-4	4	-9%	5%	-3	-4%	-8	-7	-2.6%
Cc1ccc2[nH]c(O)c(N=Nc3ccccc3[N+](=O)[O-])c2c1	.	.	-3%	9%	.	2%	.	-8	.
Cc1cccc(OCC(=O)N2CCN(C(=O)c3cccs3)CC2)c1	-6	3	-6%	-26%	-3	1%	-2	-6	-0.3%
COc1cccc(-c2cc(C(=O)O)c3cc4ccccc4cc3n2)c1OC	.	.	1%	-5%	.	5%	.	0	.
COc1cc2ccccc2cc1C(=O)N/N=C/c1cccnc1	-13	2	?	-9%	-6	-4%	0	2	2.8%
O=C(NC(=S)NCc1cccnc1)c1cc2ccccc2o1	13	6	-1%	-11%	2	10%	-3	-2	-1.4%
CC1CC2(CCCCC2)N2C(=O)C(=O)c3cccc1c32 (configuration not stated)	17	3	0%	-8%	-4	-2%	9	-5	-0.1%
COCCNC(=O)c1c(C)cc(C)cc1C	6	1	-4%	15%	2	-2%	-6	-8	2.7%
CC[C@]12c3[nH]c4cc(-c5ccco5)ccc4c3CCN1C(=O)[C@@H](CC(=O)NCCCN(C)C)C[C@@H]2C(=O)N1CCN(C(=O)C2CC2)CC1	.	.	1%	7%	.	3%	.	-15	.
COc1cccc(C(=O)Cn2c(N3CCOCC3)nc3c2c(=O)n(C)c(=O)n3C)c1	-3	0	0%	-5%	5	-5%	-10	-4	3.2%
CCOc1ccccc1NC(=O)n1ncc2cc(Cl)ccc21	-1	2	1%	2%	-1	-1%	0	-5	-7.5%
CC(C)NS(=O)(=O)c1ccc(NC(=O)Cc2ccsc2)cc1	.	4	0%	-2%	0	1%	3	-6	-0.1%
CCCCc1c(C)nn(-c2nnc3c4ccccc4n(C)c3n2)c1C	-1	1	3%	3%	-6	0%	5	-6	3.5%
O=C(CNC(=O)c1ccc(Oc2ccccc2)cc1)OCc1ccc(Br)cc1	5	20	2%	1%	-2	-2%	4	-7	4.3%
C/C(Cn1cnc([N+](=O)[O-])n1)=N\NC(=O)c1ccc(Br)cc1	-16	1	-2%	4%	-3	1%	-3	3	1.1%
COc1ccccc1N1C(=O)CCC1(C#N)c1ccc(Br)cc1 (configuration not stated)	0	4	0%	3%	0	-4%	3	-3	-1.6%
Cc1nn(C(C)C(=O)N2CCN(c3ccc(Cl)cc3)CC2)c(=O)c2cc3occc3n12 (configuration not stated)	-8	15	-11%	-1%	-1	2%	-22	-1	1.5%
CN(Cc1nc2c(s1)CCCC2)C(=O)CCc1nnc(-c2ccccc2)o1	4	2	0%	-17%	1	7%	0	-12	-3.7%
CC(Sc1nc2ccccc2c(=O)n1CC1CCCO1)C(=O)Nc1ccc(S(N)(=O)=O)cc1 (configuration not stated)	4	4	0%	13%	-2	-3%	1	-13	-0.6%
Cc1[nH]nc2c1C1(CCN(C(=O)OCc3ccccc3)CC1)C(C#N)=C(N)O2	20	1	0%	0%	0	-6%	-5	-3	0.7%
SMILES	D2 PAM	D1 ag	Vif-APOBEC3G blk	Vif-APOBEC3F blk	D1 potentiator	GRP78 ERSR act	D1 antag	LDHA block	RXFP1 ag
O=C(NCCCN1CCCC1)c1ccc2c(c1)N(Cc1ccc(F)cc1)C(=O)c1ccccc1S2=O (configuration not stated)	-10	12	4%	3%	0	-4%	-1	2	0.2%
CCCCCC/C=C/c1ccc([C@H]2[C@H]3C=CC[C@@H](C)[C@@H]3C(=O)N2Cc2ccccc2)c(F)c1	8	4	6%	4%	-9	-3%	-16	0	0.0%
CCCCN1C(=O)C(=O)N(CC(=O)Nc2ccc(OC(F)(F)F)cc2)C1=O	.	.	0%	1%	.	-6%	.	-10	.
Cc1ccccc1-n1ncc2c([N+](=O)[O-])cc([N+](=O)[O-])cc21	12	5	2%	-8%	0	-4%	0	4	2.1%
O=C(Nc1ccc(C(=O)N2CCN(c3ccccn3)CC2)cc1)c1ccc(Br)o1	-3	-1	-4%	2%	4	-2%	-2	1	-0.2%
Cc1c(CCC(=O)NCCCn2ccnc2)c(=O)oc2c(C)c3occ(C(C)(C)C)c3cc12	-2	2	-2%	-10%	-5	-5%	-1	0	0.4%
COc1cc(/C=C(\C#N)C(=O)NCC2CCCO2)ccc1OCC(N)=O (configuration not stated)	-5	1	0%	12%	-3	-2%	15	4	4.6%

A second format for 4 compounds above.
smiles | D2 PAM | D1 ag | Vif-APOBEC3G blk | Vif-APOBEC3F blk | D1 potentiator | GRP78 ERSR act | D1 antag | LDHA block | RXFP1 ag
COc1cc(/C=C(\C#N)C(=O)NCC2CCCO2)ccc1OCC(N)=O (configuration not stated) | -5 | 1 | 0% | 12% | -3 | -2% | 15 | 4 | 4.6%
O=C(Nc1ccc(C(=O)N2CCN(c3ccccn3)CC2)cc1)c1ccc(Br)o1 | -3 | -1 | -4% | 2% | 4 | -2% | -2 | 1 | -0.2%
Cc1c(CCC(=O)NCCCn2ccnc2)c(=O)oc2c(C)c3occ(C(C)(C)C)c3cc12 | -2 | 2 | -2% | -10% | -5 | -5% | -1 | 0 | 0.4%
O=C(NCCCN1CCCC1)c1ccc2c(c1)N(Cc1ccc(F)cc1)C(=O)c1ccccc1S2=O (configuration not stated) | -10 | 12 | 4% | 3% | 0 | -4% | -1 | 2 | 0.2%
